High-throughput results (PubChem)
Vif imaging – HIV Vif self-association inhibitors, primary screen, imaging, HEK293T, single point | 0.35% of 340,000 active | HEK293T cells, Vif self-association by quenched fluorescence, 24 h | inhibition, % at 7.49 µM; in the data active = inhibition above about 50%, passing the limit was not always enough; inconclusive = no clear call, values can overlap the other calls; inactive = below about 31%; also: some results filed as inactive read as strong as hits
Granule exo inh – LAMP-1 surface exposure blockers, TALL-104 cells – cell-based, flow cytometry, MLPCN library, primary screen | TALL-104 LAMP-1 surface exposure; cells stimulated with thapsigargin and PMA | inhibition, % at 10 µM | 0.66% of 360,000 active | AID 651702, 2012;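 active = inhibition above about 55%, limit read from the data; inconclusive = no clear call, values can overlap the other calls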
aDG glyco up – activators of alpha-DG glycosylation, primary screen, uHTS, Pro5-aDG cells, AlphaScreen | 0.22% of 360,000 active | activation, % at 10 µM | AID 624168, 2012 | alpha-DG glycosylation AlphaScreen (IIH6); 0% Pro5, 100% B10-LARGE cell signal;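 active = activation of at least 8% versus controls, or a plate z-score of at least 8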;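 also: Pro5 are CHO cells carrying HIG-tagged alpha-DG that lacks glycosylation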
MC4R antagonist – MC4R antagonists of cAMP signaling, primary screen, cell-based, TR-FRET, antagonist arm of biased-ligand search | inhibition, % at 6.5 µM | Melanocortin receptor 4 (Homo sapiens), P32245 | MC4R-expressing cells, MTII-stimulated cAMP, LANCE TR-FRET | AID 540295, 2011 | 0.48% of 360,000 active;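 active = inhibition above its plate's cutoff, the mean of tested wells on that plate plus 3 SD, cut at about 29% in these data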;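 also: 0% = Melanotan II alone and 100% = Melanotan II plus saturating MCL0020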
Target sequence (P32245 whole entry, looked up): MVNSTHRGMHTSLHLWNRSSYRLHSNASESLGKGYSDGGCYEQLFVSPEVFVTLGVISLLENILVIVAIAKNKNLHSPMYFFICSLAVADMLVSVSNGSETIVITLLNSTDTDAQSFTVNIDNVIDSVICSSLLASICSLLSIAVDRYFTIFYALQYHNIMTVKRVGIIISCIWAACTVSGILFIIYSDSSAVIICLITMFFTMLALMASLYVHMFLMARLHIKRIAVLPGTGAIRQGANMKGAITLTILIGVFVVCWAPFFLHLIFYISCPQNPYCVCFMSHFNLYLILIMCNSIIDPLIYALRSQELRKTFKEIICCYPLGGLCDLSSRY
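System: U2OS cells stably expressing human melanocortin 4 receptor (MC4R). Reagent: Melanotan II challenge after compound preincubation. Doses: 6.5 µM. Times: 30-min compound, 1-h challenge, 1-h detection, room temperature. Measured by: TR-FRET with Eu-cAMP and labeled anti-cAMP, 671 nm. Replicates: singlicate.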
NOD2 RIPK2 PPI – NOD2-RIPK2 binding disruptors in cells, primary screen, fluorescence, CHO cells, BLA complementation; Receptor-interacting serine/threonine-protein kinase 2 (Homo sapiens), O43353; CCF4 ratio; inhibition, % at 4.98 µM; 0.38% of 360,000 active; in the data active = inhibition above about 21%;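 also: 0% = vehicle only and 100% = reference blocker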
Target sequence (O43353 whole entry, looked up): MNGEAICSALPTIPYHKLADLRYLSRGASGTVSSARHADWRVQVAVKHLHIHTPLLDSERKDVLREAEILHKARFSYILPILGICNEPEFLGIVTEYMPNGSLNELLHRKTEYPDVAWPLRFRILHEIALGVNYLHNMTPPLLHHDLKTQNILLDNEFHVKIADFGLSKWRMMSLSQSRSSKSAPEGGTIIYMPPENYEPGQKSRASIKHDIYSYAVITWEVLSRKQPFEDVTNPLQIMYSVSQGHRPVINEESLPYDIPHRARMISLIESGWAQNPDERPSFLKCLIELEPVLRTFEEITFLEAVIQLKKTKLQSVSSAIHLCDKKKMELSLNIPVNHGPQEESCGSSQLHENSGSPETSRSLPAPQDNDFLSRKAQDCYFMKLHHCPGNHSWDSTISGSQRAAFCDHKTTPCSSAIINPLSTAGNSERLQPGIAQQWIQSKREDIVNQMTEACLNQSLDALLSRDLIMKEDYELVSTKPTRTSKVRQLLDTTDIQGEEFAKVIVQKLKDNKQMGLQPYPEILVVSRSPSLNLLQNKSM
ABHD5-PLIN5 inh – ABHD5-PLIN5 interaction inhibitors, primary screen, cell lysate, split luciferase complementation, luminescence; 0.78% of 360,000 active; inhibition, % at 4 µM; Perilipin-5 (Homo sapiens) + 1-acylglycerol-3-phosphate O-acyltransferase ABHD5 (Homo …; Split G. princeps luciferase complementation, 4 h;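 active = inhibition above the mean inhibition across every tested compound plus 3 SD, cut at about 22% in these data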;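 also: 0% = DMSO only wells and the 100% control is not disclosed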
TLR9-MyD88 inh – inhibitors of TLR9-MyD88 association in cells, primary screen, cell-based, CHO, BLA complementation, fluorescence | 0.21% of 340,000 active | CCF4 FRET ratio | inhibition, % at 4.98 µM | Toll-like receptor 9 (Homo sapiens) + Myeloid differentiation primary response protein …;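 active = inhibition above the mean over all tested compounds plus 3 SD, cut at about 21% in these data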;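 also: 0% = DMSO only wells and 100% = clavulanate BLA inhibitor control wells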
MC4R ag barr – MC4R agonists recruiting beta-arrestin, primary screen, cell-based, luminescence, agonist arm of biased-ligand search; U2OS MC4R beta-arrestin complementation; percent of melanotan II response, DMSO zero; activation, % at 8.9 µM; 0.98% of 360,000 active;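 active = activation above a per-plate cutoff, the mean activation of sample wells on that plate plus 3 SD, cut at about 8% in these data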
ABCB6 inh MLPCN – ABCB6 transporter inhibitors, primary screen, K562-ABCB6 cells, flow cytometry, MLPCN library | K562-ABCB6 porphyrin accumulation, 1 h; active compounds read low | AID 602162, 2011 | fluorescence ratio to DMSO, % at 10 µM | ATP-binding cassette sub-family B member 6 (Homo sapiens), Q9NP58 | 0.19% of 360,000 active;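 active = fluorescence ratio to DMSO below 75%, the collection mean minus 3 SD; inconclusive = too few cells collected in the well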;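 also: signal is porphyrin accumulated inside mitochondria; 100% equals median channel fluorescence of DMSO control wells; lower ratio means ABCB6 inhibition with less porphyrin fluorescence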
N-glyco inh – increase of ERlucT glycosylation luciferase signal, primary screen, N-linked glycosylation inhibitor project, D54 ERlucT cells, luminescence, set 2 | D54 ERlucT glycosylation luciferase reporter, 24 h; percent of 100 nM tunicamycin response | reporter increase, % at 12.5 µM | 0.23% of 360,000 active | AID 588692, 2011;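 active = mean luciferase reporter signal, scaled so untreated is 0 and the glycosylation-blocking control 100, at or above a set limit in every replicate; inconclusive = mean reaches the limit but not every replicate does; inactive = mean below the limit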;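 also: luciferase carries N-glycosylation sites so blocking glycosylation raises the light; 0% = median of neutral control wells and 100% = median of 100 nM tunicamycin wells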
Active calls of the source: *; ? = inconclusive; / = no result given. A portion of the library. The share of hits here may be higher or lower than overall.

SMILES | Vif imaging | Granule exo inh | aDG glyco up | MC4R antagonist | NOD2 RIPK2 PPI | ABHD5-PLIN5 inh | TLR9-MyD88 inh | MC4R ag barr | ABCB6 inh MLPCN | N-glyco inh
Cc1ccc(-n2c(COc3cccc(C)c3)n[nH]c2=S)cc1 | -2 | -4 | 0.4 | 20 | 1 | -9 | 2 | 0.3 | 96 | 3
c1cncc(-c2nnc(C3CCCCC3)o2)c1 | 5 | 0 | -0.2 | 0 | -2 | -1 | 1 | -1.8 | 97 | -2
O=C(Nc1ccccc1F)c1coc(=O)c(Br)c1 | -9 | 5 | -0.4 | 2 | -2 | 0 | -7 | 1.4 | 95 | 0
O=C1CC(C(=O)Nc2ccccc2)C2(CCCCC2)O1 (configuration not stated) | 0 | 0 | -0.1 | 5 | 0 | -2 | 1 | -0.8 | 100 | 0
COc1ncnc2c1ncn2CCCNCc1ccco1 | 2 | -3 | 0.0 | 0 | -15 | 0 | 2 | -1.3 | 108 | 1
COc1ccc(C(=O)OC(C)CN2CCOCC2)cc1OC (configuration not stated) | -16 | 0 | 0.1 | 2 | -16 | -3 | -9 | -0.7 | 112 | 1
O=C(Cn1cc2c(n1)CCCC2)NCc1cccs1 | -1 | 1 | -0.1 | 6 | -15 | 3 | -1 | -1.5 | 101 | -2
COc1ccc(C(=O)NC(=S)N2CCN(c3ccccc3O)CC2)cc1 | -1 | -3 | -0.1 | -9 | 0 | -5 | -14 | -1.9 | 94 | 4
CC(C)N(C)c1ncnc2c1ncn2[C@H]1CN(Cc2ccc(F)cc2)C[C@@H](CO)O1 | 17 | 0 | -0.2 | -5 | -19 | 1 | / | 2.5 | 90 | 0
CCOC(=O)c1ccc(S(=O)(=O)N2CCN(Cc3cc4c(cc3O)OCO4)CC2)cc1 | 2 | 2 | -0.2 | 7 | -3 | 6 | -16 | 1.1 | 105 | 0
NC(=S)N/N=C/c1coc2c(ccc3ccccc32)c1=O | 8 | 8 | 9.0* | 7 | -2 | 2 | -1 | -2.8 | 99 | 1
O=C(CSc1nc2ccc(Cl)cc2[nH]1)N1CCN(C(=O)c2ccco2)CC1 | 0 | 8 | -0.1 | 2 | -1 | 6 | 3 | -1.4 | 93 | -1
CN(C)c1cccc(C(=O)Nc2ccc(S(=O)(=O)Nc3nccs3)cc2)c1 | -4 | 6 | 0.0 | 16 | -1 | -1 | 0 | -0.7 | 98 | 2
Fc1ccc(CNC2CCN(Cc3ccccc3)CC2)cc1 | 8 | 62* | 0.0 | 2 | 12 | 9 | -3 | 1.4 | 103 | -3
CC1CC(C)CN(c2cc(=O)n(Cc3ccc(F)cc3)c(=O)[nH]2)C1 (configuration not stated) | -1 | 3 | 0.1 | 5 | 6 | -19 | 1 | -0.1 | 85 | 0
CCS(=O)(=O)N1CCCC(C(=O)NCCCN(C)Cc2ccccc2)C1 (configuration not stated) | 5 | -5 | 0.1 | -2 | -13 | -2 | -3 | -1.4 | 95 | 0
CC(=O)Nc1ccc(-c2ccnc3c2CC(C(=O)NCCC(F)(F)F)O3)cc1 (configuration not stated) | 14 | 12 | 0.0 | 9 | -1 | -4 | / | -0.2 | 100 | 7
CCSc1ccc([C@@H]2[C@@H]3C(=O)N(CC)C(=O)[C@@H]3[C@]3(C(=O)OC)CCCCN23)cc1OC | 17 | 8 | 0.0 | -2 | -3 | -4 | -5 | -1.0 | 90 | -2
O=C(Nc1ccccc1F)Nc1ccccc1F | -4 | 2 | -0.2 | 10 | -4 | -3 | -3 | -1.9 | 96 | -2
CCOC(=O)c1ccc(NC(=O)Nc2ccn(C)n2)cc1 | -12 | -2 | 0.3 | -3 | -2 | 8 | 3 | 0.2 | 99 | 2
CN(C)c1ccc(C(=O)OCC(=O)NC2CCCCC2)cc1 | 1 | 0 | 0.2 | -7 | 3 | 1 | 6 | 0.2 | 95 | 0
CN(C)S(=O)(=O)c1cccc(NC(=O)COc2nc3ccccc3nc2N2CCOCC2)c1 | -1 | -5 | -0.4 | 5 | -2 | 5 | 1 | -1.4 | 101 | 1
FC(F)(F)c1cccc(CNC(=S)Nc2ccccc2)c1 | -5 | 2 | 0.0 | -5 | -2 | -1 | -12 | 3.8 | 91 | -2
COc1ccccc1N1CCN(S(=O)(=O)CCNC(=O)c2cc(OC)c(OC)c(OC)c2)CC1 | 7 | -11 | 0.1 | -2 | -9 | -5 | 9 | 0.1 | 97 | ?
COCCCNc1nc2nonc2nc1N1CCN(C2CCCC2)CC1 | 9 | 0 | 0.5 | -6 | -5 | -1 | 1 | -0.1 | 101 | -1

One compound at a time, from the list above. Order of values: Vif imaging, Granule exo inh, aDG glyco up, MC4R antagonist, NOD2 RIPK2 PPI, ABHD5-PLIN5 inh, TLR9-MyD88 inh, MC4R ag barr, ABCB6 inh MLPCN, N-glyco inh
COc1ccc(C(=O)OC(C)CN2CCOCC2)cc1OC (configuration not stated) reads -16, 0, 0.1, 2, -16, -3, -9, -0.7, 112, 1
O=C1CC(C(=O)Nc2ccccc2)C2(CCCCC2)O1 (configuration not stated) reads 0, 0, -0.1, 5, 0, -2, 1, -0.8, 100, 0

Single values from the entries so far:
For Vif imaging, `O=C(CSc1nc2ccc(Cl)cc2[nH]1)N1CCN(C(=O)c2ccco2)CC1` has 0
For ABHD5-PLIN5 inh, `CN(C)c1cccc(C(=O)Nc2ccc(S(=O)(=O)Nc3nccs3)cc2)c1` has -1
For NOD2 RIPK2 PPI, `CN(C)S(=O)(=O)c1cccc(NC(=O)COc2nc3ccccc3nc2N2CCOCC2)c1` has -2
For MC4R ag barr, `CCOC(=O)c1ccc(S(=O)(=O)N2CCN(Cc3cc4c(cc3O)OCO4)CC2)cc1` has 1.1
For MC4R antagonist, `CN(C)c1ccc(C(=O)OCC(=O)NC2CCCCC2)cc1` has -7
For Granule exo inh, `Fc1ccc(CNC2CCN(Cc3ccccc3)CC2)cc1` has 62*
For Granule exo inh, `CC(C)N(C)c1ncnc2c1ncn2[C@H]1CN(Cc2ccc(F)cc2)C[C@@H](CO)O1` has 0

Carrying on:
SMILES | Vif imaging | Granule exo inh | aDG glyco up | MC4R antagonist | NOD2 RIPK2 PPI | ABHD5-PLIN5 inh | TLR9-MyD88 inh | MC4R ag barr | ABCB6 inh MLPCN | N-glyco inh
CCCCS(=O)(=O)N1CCCC(C(=O)Oc2ccc(Cl)cc2)C1 (configuration not stated) | 11 | 6 | -0.1 | 4 | -7 | 8 | -3 | 0.2 | 103 | -1
O=C(CNC(=O)c1ccc(Cl)cc1Cl)NCc1ccccn1 | 4 | -1 | -0.1 | 5 | -6 | 9 | -2 | -0.4 | 100 | 1
Cc1nc2c(C)cccc2c2c1COC2 | -6 | 6 | 0.1 | -1 | -7 | -7 | 0 | -3.5 | 98 | 1
COc1cc2[nH]c(C(=O)N3CCc4ccccc4C3)cc2c(OC)c1OC | -1 | -5 | 0.0 | 1 | -7 | 4 | -3 | -0.6 | 99 | 7
Cc1ccccc1C(=O)NCC(=O)c1ccccc1 | 1 | 1 | 0.0 | 3 | -2 | -2 | / | -2.0 | 102 | -5
CC1CCCC(NC(=O)c2ccc3c(c2)OCCO3)C1C (configuration not stated) | -5 | -1 | 0.3 | 2 | -10 | 7 | -6 | -2.7 | 102 | -2
Oc1cc(-c2cccnc2)cc2cccnc12 | -3 | 12 | -0.2 | 6 | -3 | 1 | 14 | -2.3 | 97 | 2
CCN(Cc1ccccc1)C(=O)CSc1nc(C)cc2c1C(=O)OC2 | / | -3 | -0.1 | 9 | -6 | 1 | -1 | 0.3 | 91 | -1
O=C(NCc1ccccc1)C(=O)Nc1nccs1 | -6 | 0 | 0.0 | 0 | -10 | -5 | 4 | 1.1 | 91 | 3
CC(C)(C)N1C(=O)[C@H]2[C@@H](c3ccc(Br)cc3)N3C(=O)N(c4cccc(Cl)c4)C(=O)[C@@]3(Cc3ccccc3)[C@H]2C1=O | -4 | -4 | 1.7 | 11 | 4 | -2 | -9 | 1.5 | 96 | 6
CS(=O)(=O)N1CCN(C(=O)NC23CC4CC(CC(C4)C2)C3)CC1 | 18 | 4 | 0.0 | 3 | -15 | -1 | -5 | -0.5 | 102 | -1
Cc1cccc(N2CCN(CC3CCCCC3)CC2)c1C | 0 | -2 | 0.0 | 12 | -3 | -3 | 6 | 0.2 | 101 | 1
CCC(=O)N(Cc1cc(=O)[nH]c2ccccc12)c1ccccc1OC | 12 | -6 | -0.1 | 8 | -4 | -8 | -15 | 0.6 | 100 | 2
CC(C)(C)Cc1nnc(NC(=O)CCC2CCCCC2)s1 | 5 | -3 | 0.0 | 2 | 1 | 4 | -4 | -1.2 | 98 | 1
CCC(CC)C(=O)N1CCCC(c2nc(-c3cccs3)no2)C1 (configuration not stated) | / | -2 | 0.5 | -2 | -8 | 6 | -5 | -0.9 | 94 | 2
O=C(O)c1sccc1Oc1ccc(NS(=O)(=O)c2ccc(Cl)cc2)cc1 | 14 | 0 | -0.1 | 8 | -9 | -3 | 9 | -1.7 | 94 | 2
CC1c2ccccc2-c2ccccc2N1C (configuration not stated) | 3 | -8 | 0.2 | 7 | 11 | 4 | 2 | 0.3 | 97 | 2
CC(=O)Nc1ccc(N2S(=O)(=O)c3ccccc3S2(=O)=O)cc1 | -4 | 0 | -0.2 | 9 | 3 | 11 | 5 | -1.3 | 100 | 0
O=C(NCc1ccco1)Nc1ccc(Br)cc1Cl | -3 | 4 | 0.0 | 6 | -7 | -1 | -6 | 0.0 | 100 | -1
CCn1c(=O)c2cc(C(=O)N(C)CC(OC)OC)sc2c2ccccc21 | 5 | 9 | 0.3 | 2 | 4 | 4 | 1 | -1.4 | 92 | -3
CC(C)[C@H](NC(=O)N1CC(=O)Nc2ccccc21)C(=O)N[C@@H](Cc1c[nH]c2ccccc12)C(=O)O | -2 | 14 | 0.0 | 0 | -2 | 1 | 2 | -1.4 | 101 | 2
COC(=O)c1cnc(NC(=O)C2(C)CCN2C(=O)C(C)C)s1 (configuration not stated) | 17 | 3 | 0.1 | 5 | 2 | 1 | / | -2.0 | 105 | 0
